Source: PubChem (National Center for Advancing Translational Sciences (NCATS))
Pin1 inh – blocks the human prolyl isomerase Pin1; Pin1 FP peptide displacement, HiFluor488, 10 min; actives 0.009% (n = 390,000); AID 504891; Potency, µM (titrated, usually from 115 µM), without a hit: top-dose activity, negative = inhibition, most hits filed as inhibitors; active = well fitted inhibition curve with a large enough effect in the polarisation, with a control signal flat, not every such curve was filed as active; inconclusive = small, poorly fitted or top-dose-only effect, or effect the other way, or a change in a side signal; inactive = no such curve, though single readings can be large or run the other way; the % refers to the polarisation; also: % is scaled to controls: 0 for no effect and ±100 for the full control effect
Target sequence (Q13526 whole entry, looked up): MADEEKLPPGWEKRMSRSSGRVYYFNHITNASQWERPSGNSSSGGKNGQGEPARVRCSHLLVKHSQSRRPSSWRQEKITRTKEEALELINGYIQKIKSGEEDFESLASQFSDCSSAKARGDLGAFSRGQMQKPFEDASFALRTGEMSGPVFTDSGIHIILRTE
G9a block – inhibitors of human histone lysine methyltransferase G9a. Q96KQ7. G9a H3K9 monomethylation, AlphaScreen, 2 h. Potency, µM (doses to about 102 µM), without a hit: at the top dose activity, negative = inhibition, most hits filed as inhibitors. actives 8.8% (n = 350,000); also: % is scaled to controls: 0 for no effect and ±100 for the full control effect; nearly all actives have a fitted effect of over 75% in size
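Compounds were preincubated with 20 nM G9a for 15 min, after which biotinylated H3K9 peptide (500 nM) and SAM (20 uM) started a 2 h room-temperature reaction. Monomethylated product was quantified by antibody-based AlphaScreen chemiluminescence.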
GLS inh – glutaminase GLS (human) inhibition | Potency, µM (highest dose often 45.5 µM), for the others: at the top dose activity change, negative = inhibition, actives largely listed as inhibitors | GLS enzymatic activity, qHTS titration | AID 624170 | O94925 | actives 0.21% (n = 410,000); also: % is scaled to controls: 0 for no effect and ±100 for the full control effect
Target sequence (O94925 whole entry, looked up): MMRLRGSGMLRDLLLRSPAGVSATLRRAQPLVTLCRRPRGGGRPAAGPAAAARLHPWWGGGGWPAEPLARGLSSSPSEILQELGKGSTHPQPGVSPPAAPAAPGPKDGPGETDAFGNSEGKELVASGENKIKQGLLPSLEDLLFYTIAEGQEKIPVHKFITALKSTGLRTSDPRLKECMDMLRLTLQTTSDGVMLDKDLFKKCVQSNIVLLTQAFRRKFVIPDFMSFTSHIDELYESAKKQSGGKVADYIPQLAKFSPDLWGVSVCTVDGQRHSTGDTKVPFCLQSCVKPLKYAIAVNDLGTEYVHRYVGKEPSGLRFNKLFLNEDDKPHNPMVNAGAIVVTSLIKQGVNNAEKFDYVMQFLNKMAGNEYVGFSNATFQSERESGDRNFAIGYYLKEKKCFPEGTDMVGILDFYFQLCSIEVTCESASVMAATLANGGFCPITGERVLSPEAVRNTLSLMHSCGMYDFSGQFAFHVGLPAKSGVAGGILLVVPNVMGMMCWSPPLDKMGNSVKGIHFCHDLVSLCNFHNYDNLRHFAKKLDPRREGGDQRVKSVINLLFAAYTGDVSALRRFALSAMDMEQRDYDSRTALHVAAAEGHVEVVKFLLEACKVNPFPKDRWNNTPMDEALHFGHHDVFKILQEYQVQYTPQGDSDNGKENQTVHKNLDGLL
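Assay buffer: 45 mM KH2PO4 pH 8.2, 0.02% Tween-20. hKGA acts on L-glutamine (1 mM solution added); product glutamate is reported by an oxidase/peroxidase Amplex Red coupling, with fluorescence taken at baseline and 30 min.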
HP1b chromo inh – inhibitors of HP1-beta chromodomain binding to methylated histone tails | AlphaScreen HP1-beta / biotin-H3K9me3 peptide binding | Potency, µM (top dose mostly 114 µM), for the others: at the highest dose activity change, negative = inhibition, hits mostly inhibitors | actives 0.56% (n = 390,000) | AID 540317; also: nearly all actives have a fitted effect of over 70% in size; inactives centre near 23
Target sequence (P83916 whole entry, looked up): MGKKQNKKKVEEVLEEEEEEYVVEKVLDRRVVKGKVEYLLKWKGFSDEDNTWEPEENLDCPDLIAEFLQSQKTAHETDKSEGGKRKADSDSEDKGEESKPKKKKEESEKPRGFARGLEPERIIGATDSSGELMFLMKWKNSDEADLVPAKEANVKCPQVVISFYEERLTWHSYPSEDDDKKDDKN
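HP1-beta protein (50 nM final) preincubated 30 min at room temperature with biotinylated H3(1-18)K9me3 peptide (50 nM) in PBS pH 7.4, 0.01% Tween-20, then compound added for 30 min. AlphaScreen streptavidin donor/nickel chelate acceptor beads (10 ug/mL final), 30 min dark, luminescence read.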
JMJD2A Tudor inh – inhibitors of human JMJD2A Tudor domain | AlphaScreen JMJD2A-Tudor / H3K4me3 peptide binding | actives 4.4% (n = 390,000) | O75164 | Potency, µM (titrated, usually from 114 µM), inactives show at the top dose activity change, negative = inhibition, hits mostly inhibitors; also: % is scaled to controls: 0 for no effect and ±100 for the full control effect; nearly all actives have a fitted effect of over 50% in size
Pol iota inh – blocks human DNA polymerase iota activity; Q9UNA4; Potency, µM (top dose mostly 115 µM), for the others: top-dose activity, negative = inhibition, hits mostly inhibitors; Pol iota fluorescent replication assay, 10 min; AID 588590; actives 1% (n = 390,000)
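Pol iota at 10 nM preincubated 15 min with compounds at room temperature; reaction started with fluorescent substrate, 50 nM final. Fluorescence read kinetically at 0 and 10 min; buffer-only wells as negative control.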
BLM inh – inhibitors of human Bloom syndrome helicase BLM. P54132. recombinant BLM DNA unwinding, fluorescence dequenching. Potency, µM (doses to about 56.1 µM), inactives show top-dose activity change, negative = inhibition, usual class: inhibitors. actives 0.2% (n = 350,000);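 also: plate controls were vehicle for no effect and no enzyme for full effect; nearly all actives have a fitted effect of over 35% in size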
Tb PGK inh – T. brucei PGK inhibition; P07378; PGK/GAPDH coupled, Kinase-Glo luminescence, 60 min; Potency, µM (series often up to 57.5 µM), for inactives: at the top dose activity change, negative = inhibition, hits mostly inhibitors; actives 0.043% (n = 380,000); also: % is scaled to controls: 0 for no effect and ±100 for the full control effect; nearly all actives have a fitted effect of over 60% in size
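Recombinant glycosomal PGK reaction used 1,3-bisphosphoglycerate generated in-well by GAPDH (100nM final) in 100mM TEA pH 7.6, 5mM MgCl2, 0.01% Tween-20. After 60 minutes at room temperature, ATP was read by Kinase-Glo Plus luminescence end-point.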
BAZ2B block – BAZ2B (human) inhibition. AlphaScreen BAZ2B-H3K14Ac peptide displacement. actives 4.4% (n = 360,000). Potency, µM (highest dose often 114 µM), inactives show at the highest dose activity change, negative = inhibition, actives largely listed as inhibitors. AID 504333. Q9UIF8; also: % is scaled to controls: 0 for no effect and ±100 for the full control effect; nearly all actives have a fitted effect of over 60% in size
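Inhibition is scored as reduced AlphaScreen emission. The BAZ2B/b-H3(5-23)K14Ac complex (50 nM each) in PBS pH 7.4, 0.01% Tween-20 meets compound (up to 110 uM) for 30 min at RT before bead addition.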
Numbers without * were called inactive; i = inactive; ? = inconclusive; . = no result given; [ ] = dose if it differs, or a comment. Unless noted, calls follow the shape of the dose curve; as a rule, active = well fitted curve in the direction sought with a large enough effect; inconclusive = small, poorly fitted or top-dose-only effect, or another doubt; inactive = no such curve, though single readings can be large; an effect the other way counts as inactive or inconclusive. Potency is read from the fitted curve at half-maximal effect. Not all compounds are listed; rates above refer to the full screens.

Each structure is followed by: Pin1 inh, G9a block, GLS inh, HP1b chromo inh, JMJD2A Tudor inh, Pol iota inh, BLM inh, Tb PGK inh, BAZ2B block
(1) CCn1c(Cc2c(C)[nH]c3ccccc23)nnc1SCC(N)=O
  1%, -25%[12.7 µM], -13%, 17%, -8%, -4%, -1%, 0%, 6%
(2) COc1ccc(NC(C)=O)cc1NC(=O)C1(c2cccs2)CCOCC1
  -5%, 4%[59 µM], -9%, 19%[57 µM], -14%, 9%, -2%, i, 0%
(3) O=C(C(=O)N1CCN(Cc2ccc3c(c2)OCO3)CC1)c1c[nH]c2ccccc12
  -9%, -6%[59 µM], 9%, -2%, -36%, 0%, -3%, 1%, ?
(4) CC(Oc1ccc(Cl)cc1Cl)C(=O)Nc1ccc(N2CCN(C)CC2)cc1 (stereo unspecified)
  1%, ?, 30%[activator], -1%, ?, 7%, -1%, i, ?
(5) COc1ccccc1-n1nc(-c2ccccc2)c2cnc3cc(C(F)(F)F)ccc3c21
  -1%, 1%[59 µM], 15%, 19%, -18%, 24%, -5%, 3%, .
(6) O=C(C[n+]1ccccc1)c1ccc(NC(=O)c2ccccc2)cc1
  10%, 16µM*, -3%, 16%, ?, 3%, -4%, -7%, -12%
(7) Cc1ccc(CC(CC(=O)Nc2cccc(C(F)(F)F)c2)C(=O)O)cc1 (stereo unspecified)
  -12%, ?, 3%, 56%[activator], -15%, 12%, -1%, -4%, -1%
(8) CC(=O)Oc1ccc2ccc(=O)oc2c1
  -3%, 1%[59 µM], 9%, 13%, -17%, ?, -7%, i, -19%
(9) CCN1c2ccccc2S(=O)(=O)c2ccccc21
  1%, 3%, -3%, 54%[activator], -2%, 52%[activator], 0%, -3%, 3%
(10) CN(C(=O)c1ccccc1NC(=O)C(F)(F)F)c1ccccc1
  -3%, 9%, 4%, 13%, -14%, 2%[58.9 µM], 0%, i, 3%
(11) O=C(COc1ccccc1Cl)OCc1cc(=O)n2nc(C3CCCCC3)sc2n1
  3%, 8%[59 µM], 4%, 25%, -7%, 27%, -2%, -1%, -11%
(12) COc1ccccc1N1CCN(C(=O)COc2ccc(S(=O)(=O)NC(C)C)cc2)CC1
  -7%, ., -13%, 47%, -12%, 9%, 5%, i, -13%
(13) CCOc1ccc(-c2nc(SCC(=O)Nc3cc(F)ccc3F)n3[nH]c(=O)cc3n2)cc1
  -1%, -6%[59 µM], ?, -6%, ?, 0%, 10µM*, ?, -36%
(14) COc1ccc(-c2noc(CSc3nnc(-c4ccncc4)n3-c3ccc(C)cc3)n2)cc1OC
  2%, -3%[59 µM], 3%, 38%, -34%, 29%, 0%, -10%, -2%
(15) Cc1cccc(C)c1NC(=O)C(c1cccc([N+](=O)[O-])c1)N(C)C(=O)c1ccccn1 (stereo unspecified)
  -5%, ?, -15%, 20%, -6%, 21%, -11%, 0%, 5%
(16) Cc1ccc(C)c(S(=O)(=O)N(C(=O)c2ccncc2)c2ccc(OC(=O)c3ccncc3)cc2)c1
  0%, -38%, 20%, 30%, -22%, 1%, -3%, -3%, -34%
(17) CCCCCCC1CC(CC(=O)Nc2ccc([N+](=O)[O-])cc2)C(=O)O1 (stereo unspecified)
  1%, -13%[59 µM], 3%, 7%, -23%, 13%, -1%, -3%, -6%
(18) Cc1ccc(NC(=O)N2CCC(C(=O)NCc3ccccc3)CC2)cc1
  -5%, 29%[59 µM], -1%, 34%, 2%, 16%, 4%, -5%, -8%
(19) COc1ccccc1NC(=S)N(Cc1ccco1)Cc1cc2cccc(C)c2[nH]c1=O
  39%[activator], -5%[59 µM], 12%, 1%, -21%, 8%, 1%, -2%, -11%
(20) CC(C(=O)NCCN1C(=O)S/C(=C\c2cccnc2)C1=O)N1C(=O)c2ccccc2C1=O (stereo unspecified)
  -1%, 10%[59 µM], 7%, 42%[activator], -2%, ?, 3%, 1%, 5%

Entries of single compounds, quoted from the list.
CN(C(=O)c1ccccc1NC(=O)C(F)(F)F)c1ccccc1 reads Pin1 inh: -3%; G9a block: 9%; GLS inh: 4%; HP1b chromo inh: 13%; JMJD2A Tudor inh: -14%; Pol iota inh: 2%[58.9 µM]; BLM inh: 0%; Tb PGK inh: i; BAZ2B block: 3%
CCN1c2ccccc2S(=O)(=O)c2ccccc21 reads Pin1 inh: 1%; G9a block: 3%; GLS inh: -3%; HP1b chromo inh: 54%[activator]; JMJD2A Tudor inh: -2%; Pol iota inh: 52%[activator]; BLM inh: 0%; Tb PGK inh: -3%; BAZ2B block: 3%
CC(C(=O)NCCN1C(=O)S/C(=C\c2cccnc2)C1=O)N1C(=O)c2ccccc2C1=O (stereo unspecified) reads Pin1 inh: -1%; G9a block: 10%[59 µM]; GLS inh: 7%; HP1b chromo inh: 42%[activator]; JMJD2A Tudor inh: -2%; Pol iota inh: ?; BLM inh: 3%; Tb PGK inh: 1%; BAZ2B block: 5%

Carrying on:
Each structure is followed by: Pin1 inh, G9a block, GLS inh, HP1b chromo inh, JMJD2A Tudor inh, Pol iota inh, BLM inh, Tb PGK inh, BAZ2B block
(21) COCCNC(=O)CCCCCn1c(=S)[nH]c2ccccc2c1=O
  -10%, 16%[12.7 µM], ., 53%[activator], ?, 5%, -2%, i, 1%
(22) CCSC1=C(C#N)C(c2cccc(Br)c2)CC(=O)N1 (stereo unspecified)
  3%, ?, 7%, 18%, -6%, 19%, 7%, -7%, -2%
(23) CCCn1c2ccccc2c2nnc(SC(CC)C(=O)Nc3cc(C)on3)nc21 (stereo unspecified)
  0%, -21%[59 µM], 15%, 17%, -29%, 11%, 0%, 6%, 5%
(24) COc1ccc(CNC(=O)COC(=O)c2ccc(C(=O)c3ccccc3)cc2)cc1
  30%, ., -6%, 19%, -16%, 64%[activator], ., -2%, .
(25) O=C(NC1=NCCS1)C1CC(=O)N(c2ccc(Cl)cc2)C1 (stereo unspecified)
  0%, -24%, 7%, 23%, -24%, 21%, -2%, -4%, -11%
(26) CC1CCCCN1C(=O)C12CCC(C)(C(=O)C1)C2(C)C (stereo unspecified)
  -2%, 10%[59 µM], 2%, 14%, -8%, 20%, 0%, -9%, 4%
(27) Clc1cccc(Nc2nc(-c3ccncc3)cs2)c1
  -3%, -34%, -1%, 16%, -4%, 128%[activator], -8%, 3%, -15%
(28) COc1ccc(Cl)cc1NC(=O)c1cc2c(=O)n3ccccc3nc2s1
  ?, -44%[59 µM], -17%, 35%, -32%, -25%, ?, ., -32%
(29) CCCc1nc(SCC(=O)NCC2CCCO2)c2c(=O)n(C)c(=O)n(C)c2n1 (stereo unspecified)
  0%, 8%, -3%, 47%[activator], 2%, 30%, -1%, 8%, -4%
(30) CC(=O)Nc1cc2c3c(c1)CCN3C(=O)CC2
  3%, -10%[59 µM], 0%, 18%, -15%, 5%, -2%, 2%, -12%
(31) CC(C)NC(=O)c1onc(CSc2ccccc2F)c1C(=O)O
  0%, 16%[0.501 µM], -2%, -2%, ?, ?, -8%, i, -38%
(32) Cc1ccc(S(=O)(=O)Nc2cccc(C(=O)NCc3cccnc3)c2)cc1F
  -1%, -31%, -4%, 21%, -9%, 4%, ., i, -22%
(33) Nc1nc2nc(-c3ccccc3)cc(C(F)(F)F)c2s1
  5%, 18%, -12%, 10%, -9%, 38%[activator], -5%, i, -7%
(34) CC1(C)OC(C(O)(c2ccccc2)c2ccccc2)[C@@H](C(O)(c2ccccc2)c2ccccc2)O1 (stereo partly specified)
  24%, 19%, -6%, 38%, -29%, 37%[activator], -15%, 0%, -7%
(35) COc1ccc(-c2oc3ccccc3c2C(=O)OCc2ccc([N+](=O)[O-])cc2)cc1
  -6%, ., 0%, 34%, -4%, 30%, -1%, -9%, -36%
(36) O=C(N/N=C/c1ccc([N+](=O)[O-])cc1)c1cccnc1
  -3%, ., 6%, 34%, -11%, -9%, 4%, 2%, 30%
(37) COc1cc(NC(=O)CSc2nnc3n2C(C)(C)Cc2ccccc2-3)cc(OC)c1
  -2%, 9%, -5%, 15%, -13%, 6%, -1%, 3%, 5%
(38) Cn1c(=O)n(Cc2ccccc2Cl)c(=O)c2c1[nH]c(=S)n2C
  -12%, 1.3µM*, 14µM*, ?, 13µM*, 32%[activator], -2%, 1%, ?
(39) O=C(COC(=O)CC1SC(N2CCCC2)=NC1=O)Nc1c(F)c(F)c(F)c(F)c1F (stereo unspecified)
  -5%, -4%[2.33 µM], 4%, 20%, -8%, 12%, ., 5%, 13%
(40) CC(C)OCCCn1c(-c2ccco2)nc2nc3ccccc3nc21
  ?, ?, -1%, 37%, -17%, ?, -9%, i, 7%
(41) COC(=O)Cc1ccc(NC(=S)NCCSc2ccc(Cl)cc2)cc1
  2%, 25%, 0%, 45%[activator], -15%, 2%, -12%, -3%, -24%
(42) COc1ccc(S(=O)(=O)c2c(O)c(C)cc(NC(=O)c3ccccc3)c2C(C)C)cc1
  12%, 12%[59 µM], 3%, 19%, 1%, 15%, -4%, -6%, -15%
(43) COC(=O)C(O)(CC(=O)Nc1ccc(Cl)cc1F)C(F)(F)F (stereo unspecified)
  1%, -5%[59 µM], 9%, 29%, -11%, 17%, 0%, 5%, -4%
(44) N#Cc1ccc(N/N=C/c2cn(-c3ccccc3)nc2-c2ccccc2)c([N+](=O)[O-])c1
  -2%, ?, -3%, -12%, -8%, 9%, 2%, i, -10%
(45) C=CCNC(=O)C1CCN(S(=O)(=O)c2ccccc2)CC1
  6%, -37%, 0%, 26%, 2%, 19%, -1%, 2%, -1%
(46) NS(=O)(=O)c1ccc(CCNS(=O)(=O)c2cccs2)cc1
  -1%, 20%, -6%, 17%, -2%, -12%, -1%, -5%, -18%
(47) CCc1nc(SCC(=O)N2CC(=O)Nc3ccccc32)c2c(C)c(C)sc2n1
  2%, -1%[59 µM], 7%, 12%, -1%, ?, -3%, -5%[11.5 µM], -5%
(48) O=S(=O)(Nc1ccc(Cl)cc1)c1ccc(N2CCOCC2)c(NC(=S)NC2CC2)c1
  0%, 7.9µM*, -10%, -22%, -24%, 5%, -6%, 0%, ?
